# Bioassay records as filed in PubChem BioAssay.
# TLR9-MyD88 block – TLR9-MyD88 interaction inhibition; Q9NR96+Q99836; CHO BLA complementation TLR9-MyD88, CCF4 FRET ratio; inhibition, % at 4.98 µM; 0.21% of 340,000 active;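 active = inhibition above the mean over all tested compounds plus 3 SD, cut at about 21% in these data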;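 also: 0% = DMSO only wells and 100% = clavulanate BLA inhibitor control wells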
# NCOA3 inh – human NCOA3 inhibition. HEK293 GAL4-SRC3 luciferase reporter, luminescence. inhibition, % at 3.6 µM. 0.17% of 360,000 active;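 active = inhibition above a per-campaign cutoff, the mean of all compounds plus 3 SD, cut at about 60% in these data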;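 also: 0% = DMSO-treated cells and 100% = gossypol-treated cells at 36 µM; higher means less SRC3-driven luciferase light from the GAL4 reporter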
# Target sequence (Q9Y6Q9 whole entry, looked up, the tested form may be a part): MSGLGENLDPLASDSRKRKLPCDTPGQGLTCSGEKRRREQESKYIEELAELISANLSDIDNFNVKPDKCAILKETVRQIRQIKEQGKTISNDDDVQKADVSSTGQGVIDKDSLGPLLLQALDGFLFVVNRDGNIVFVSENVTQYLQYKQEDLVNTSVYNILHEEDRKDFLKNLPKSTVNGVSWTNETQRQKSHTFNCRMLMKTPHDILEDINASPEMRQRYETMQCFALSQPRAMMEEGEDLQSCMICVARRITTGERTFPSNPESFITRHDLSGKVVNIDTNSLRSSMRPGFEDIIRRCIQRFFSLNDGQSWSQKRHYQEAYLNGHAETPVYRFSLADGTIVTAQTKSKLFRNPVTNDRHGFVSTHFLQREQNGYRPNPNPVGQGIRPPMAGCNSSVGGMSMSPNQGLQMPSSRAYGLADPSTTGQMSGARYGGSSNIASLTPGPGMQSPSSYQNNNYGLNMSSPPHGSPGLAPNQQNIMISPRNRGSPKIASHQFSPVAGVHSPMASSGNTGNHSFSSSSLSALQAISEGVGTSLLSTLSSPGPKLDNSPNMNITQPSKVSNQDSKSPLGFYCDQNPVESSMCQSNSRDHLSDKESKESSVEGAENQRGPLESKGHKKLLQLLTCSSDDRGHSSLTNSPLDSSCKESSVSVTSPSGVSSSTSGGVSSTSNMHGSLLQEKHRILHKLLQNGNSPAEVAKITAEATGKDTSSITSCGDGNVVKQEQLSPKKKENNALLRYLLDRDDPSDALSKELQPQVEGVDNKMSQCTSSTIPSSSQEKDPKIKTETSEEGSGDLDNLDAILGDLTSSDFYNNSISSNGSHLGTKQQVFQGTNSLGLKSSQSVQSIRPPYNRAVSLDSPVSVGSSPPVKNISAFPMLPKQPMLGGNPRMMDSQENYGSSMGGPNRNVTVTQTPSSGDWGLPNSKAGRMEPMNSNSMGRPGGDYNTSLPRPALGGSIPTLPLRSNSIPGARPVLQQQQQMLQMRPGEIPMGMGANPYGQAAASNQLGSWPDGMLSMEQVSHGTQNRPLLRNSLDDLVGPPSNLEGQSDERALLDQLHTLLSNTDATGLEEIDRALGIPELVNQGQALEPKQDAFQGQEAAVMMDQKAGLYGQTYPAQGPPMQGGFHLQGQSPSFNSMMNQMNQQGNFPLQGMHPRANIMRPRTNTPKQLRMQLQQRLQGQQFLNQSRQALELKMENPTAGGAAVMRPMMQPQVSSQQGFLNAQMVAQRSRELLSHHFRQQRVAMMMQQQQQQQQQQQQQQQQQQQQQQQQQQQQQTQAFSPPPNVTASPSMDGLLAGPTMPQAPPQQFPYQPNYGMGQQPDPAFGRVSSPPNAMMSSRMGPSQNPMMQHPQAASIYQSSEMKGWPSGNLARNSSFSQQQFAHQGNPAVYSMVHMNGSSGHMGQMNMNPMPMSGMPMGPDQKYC
# SRC2 inh – inhibits human steroid receptor coactivator 2; Q15596; HEK293 GAL4-SRC2 luciferase reporter, luminescence; inhibition, % at 9 µM; 0.17% of 370,000 active;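 active = inhibition above the mean inhibition of all tested compounds plus 3 SD, set per campaign, cut at about 52% in these data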;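 also: 0% = DMSO treated cells and 100% = cells given Gossypol at 36 µM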
# COUP-TFII inh – inhibitors of human COUP-TFII (NR2F2) | HEK293T NGFI-A luciferase reporter, luminescence | inhibition, % at 8.6 µM | P24468 | 0.7% of 370,000 active;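 active = inhibition above a per-plate cutoff, mean inhibition of test wells between control levels plus 3 SD, cut at about 38% in these data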;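 also: cells cotransfected with COUP-TFII expression vector driving the NGFI-A reporter; 0% = median of COUP-TF2 test wells and 100% = reporter-only cells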
# NOD2-RIPK2 inh – inhibitors of human NOD2-RIPK2 interaction | 0.38% of 360,000 active | CHO BLA complementation NOD2-RIPK2, CCF4 ratio | O43353 | inhibition, % at 4.98 µM | AID 624267; in the data active = inhibition above about 21%;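 also: 0% = vehicle only and 100% = reference blocker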
# NR5A2 inv ag – NR5A2 inverse agonism in reporter assay; O00482; HEK293T StAR-luciferase reporter, LRH-1 transfected, 24 h; inhibition, % at 3.6 µM; 0.13% of 360,000 active; AID 602396;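 active = inhibition above the mean inhibition of all tested compounds plus 3 SD, cut at about 73% in these data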;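 also: 0% = DMSO wells and 100% = reporter-only cells lacking LRH-1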
# SRC1 inh – inhibits human SRC1 coactivator. Q15788. HEK293 GAL4-SRC1 luciferase reporter, luminescence. inhibition, % at 3.6 µM. 0.12% of 360,000 active. AID 588354;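 active = inhibition above the campaign mean plus 3 SD, with each screening campaign given its own cutoff, cut at about 60% in these data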;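 also: 0% = DMSO treated cells and 100% = gossypol at 36 µM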
# Vif inh – HIV Vif inhibition; HEK293T cells, Vif self-association by quenched fluorescence, imaging, 24 h; inhibition, % at 7.49 µM; 0.35% of 340,000 active; AID 602346; in the data active = inhibition above about 50%, passing the limit was not always enough; inconclusive = no clear call, values can overlap the other calls; inactive = below about 31%; also: some results filed as inactive read as strong as hits
# TROY NFkB inh – inhibitors of TROY-dependent NF-kB signaling; inhibition, % at 10 µM; 0.98% of 360,000 active; Q293 LMP1-TROYcd NF-kB luciferase reporter, 4 h;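 active = compounds whose plate-normalised and pattern-corrected inhibition of the luciferase reporter signal at the single screening dose is 50% or more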
# TRAIL sens C8 – sensitizes caspase-8 expressing cells to TRAIL; NB7+C8 cells + TRAIL, ATPlite viability luminescence; 1% of 360,000 active; inhibition (viability loss, TRAIL sensitization), % at 10 µM;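 active = compounds causing at least 50% loss of cell viability in the single-dose screen, relative to plate controls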
# LMP1 NFkB inh – inhibitors of Epstein-Barr LMP1-induced NF-kappaB reporter; LMP1-induced NF-kappaB luciferase reporter cells, luminescence; inhibition, % at 12.5 µM; 0.69% of 350,000 active; in the data active = inhibition above about 41%; inconclusive = no clear call, values can overlap the other calls;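 also: 0% = neutral control wells and 100% = reference inhibitor control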
# Active calls of the source: *; ? = inconclusive; / = not tested or not shown. This is a subset, so the mix of outcomes need not match the whole.
SMILES,TLR9-MyD88 block,NCOA3 inh,SRC2 inh,COUP-TFII inh,NOD2-RIPK2 inh,NR5A2 inv ag,SRC1 inh,Vif inh,TROY NFkB inh,TRAIL sens C8,LMP1 NFkB inh
O=c1c2ccccc2nc(-c2ccccc2)n1-c1ccncc1,12.6,3.6,7.8,-6.1,3.1,11.8,11.2,-12.3,6.8,9.3,-47.6
NC(=Nc1ccccc1)NN=Cc1c[nH]c2ccccc12,4.2,2.8,14.6,-49.5,9.8,12.4,-2.5,24.8,3.8,-11.4,3.7
O=S1(=O)N(CCN2CC=C(c3c[nH]c4cc(F)ccc34)CC2)c2cccc3c2N1CCC3,2.0,-5.3,-17.5,-5.0,0.7,22.4,-21.7,11.9,0.0,1.7,-0.1
CCOP(=O)(OCC)C(NC(=O)c1ccccc1C)C(Cl)(Cl)Cl (stereo not drawn),-9.6,6.1,-18.5,9.6,-18.0,-5.0,0.0,0.0,16.9,-0.7,-2.6
Nc1cccc(SC2CC(=O)N(c3ccc(Cl)cc3C(=O)c3ccccc3)C2=O)c1 (stereo not drawn),-2.1,-0.6,38.4,10.5,-3.0,-19.5,0.6,-10.7,41.5,-0.1,6.9
Cc1ccccc1N,2.5,11.1,-24.2,1.6,-8.8,7.7,3.3,-3.3,-18.2,-1.1,-4.6
CCC12CN3CCN(CC(C3)/C1=N/NC(=O)c1ccncc1)C2,-7.8,3.1,-34.7,7.4,1.1,-7.6,-9.0,-16.9,-18.4,-6.1,1.4
CCCCn1c(O)c(C(C)=Nc2ccc3c(c2)CCC3)c(=O)[nH]c1=O,-1.5,11.4,12.7,12.6,0.5,5.1,-3.2,-0.4,-5.8,7.3,-2.5
O=c1c2ccccc2nc(-c2ccccc2)n1-c1ccccc1,0.4,16.2,-6.7,0.6,-1.6,4.2,10.5,-0.9,-24.4,12.6,7.3
O=C1NC(=O)N(c2ccccc2)C(=O)/C1=C/C=C/c1ccco1,8.0,-12.7,22.1,-14.8,0.3,-6.3,-7.4,21.3,12.9,0.1,-4.4
O=C(c1ccc(N2CC3CC(C2)c2cccc(=O)n2C3)c([N+](=O)[O-])c1)N1CCCCC1 (stereo not drawn),-6.2,1.5,0.2,4.0,0.0,-21.1,-1.2,-1.2,-1.2,-2.9,4.2
Fc1ccc(C2NCCc3[nH]cnc32)cc1 (stereo not drawn),1.9,7.0,3.0,-9.3,-1.5,10.2,-6.7,-5.5,0.4,-5.5,11.4
c1ccc(CNC2=NCCS2)cc1,2.6,0.1,-11.3,-3.1,2.0,9.8,4.3,5.4,3.8,-5.3,-2.4
Cc1ccc(S(=O)(=O)c2nc(-c3ccccc3Cl)oc2N(C)C2CCN(C)CC2)cc1,-13.5,10.6,16.8,-0.7,1.0,10.2,-2.8,?,12.6,8.0,-31.4
O=C(Nc1ccc(Cl)cc1)N1CC1,-8.3,-7.0,-31.3,-14.2,2.3,-12.6,0.7,-2.1,-56.2,-7.5,-13.0
CC(C)(C)n1cc(C(=O)c2ccccc2)cc1-c1ccccc1,-2.5,-7.4,-2.7,7.3,-1.0,-20.9,-3.1,-5.1,14.9,6.9,3.4
CCOP(=O)(OCC)C(NC(C)=O)C(Cl)(Cl)Cl (stereo not drawn),0.0,3.3,-28.5,7.9,3.5,-10.2,-15.9,9.3,22.6,-1.3,5.5
Clc1cccc(CN2CCCCC2c2cccnc2)c1 (stereo not drawn),-3.0,-25.4,9.4,-8.7,-8.0,-12.0,-19.2,-0.5,-8.0,9.2,3.2
COc1ccc(CC2(CCc3ccncc3)C(=O)NC(=O)NC2=O)cc1,-1.4,11.8,-31.7,12.3,-0.5,13.0,4.6,-7.3,5.2,0.9,3.3
COc1cc(OC)c(OC)cc1CNCCc1cccc(F)c1,1.8,-12.3,-6.1,-7.8,5.9,1.1,-13.6,-2.5,-8.3,-2.1,3.0
CCOC(=O)C1(CCOc2ccccc2)CCN(C2Cc3ccccc3C2)CC1,-8.4,1.7,2.4,0.0,-12.1,-9.4,-6.7,9.9,3.8,3.1,5.2
Cc1cccnc1NC1=NCC(C)S1 (stereo not drawn),-4.8,10.7,3.7,-11.2,-13.4,-6.1,-8.4,-2.1,-13.8,-14.1,10.4
O=c1[nH]c(=O)n(Cc2ccccc2)c(O)c1C=NCCN1CCNCC1,-9.1,3.7,21.7,22.2,-7.5,2.5,-0.8,1.7,0.1,-19.1,7.5
CC(C(=O)O)N(C(=O)c1ccccc1)c1ccc(F)c(Cl)c1 (stereo not drawn),1.5,-3.8,4.8,-1.8,-6.7,-0.9,-6.7,8.3,-0.8,0.6,-1.2
Cc1ccc(NP(=O)(c2ccccc2)c2nc3ccccc3s2)cc1 (stereo not drawn),-0.6,-13.0,0.5,-10.8,3.9,-14.4,-34.9,2.6,-9.4,-9.4,-8.7

# Next section, starting with the last 2 of the part before.
SMILES,TLR9-MyD88 block,NCOA3 inh,SRC2 inh,COUP-TFII inh,NOD2-RIPK2 inh,NR5A2 inv ag,SRC1 inh,Vif inh,TROY NFkB inh,TRAIL sens C8,LMP1 NFkB inh
CC(C(=O)O)N(C(=O)c1ccccc1)c1ccc(F)c(Cl)c1 (stereo not drawn),1.5,-3.8,4.8,-1.8,-6.7,-0.9,-6.7,8.3,-0.8,0.6,-1.2
Cc1ccc(NP(=O)(c2ccccc2)c2nc3ccccc3s2)cc1 (stereo not drawn),-0.6,-13.0,0.5,-10.8,3.9,-14.4,-34.9,2.6,-9.4,-9.4,-8.7
CCCCn1c(=O)c(C(=O)Nc2ncccc2C)c(O)c2ccccc21,6.8,-1.8,-28.4,3.9,2.9,-4.1,-23.6,3.1,16.5,-10.6,4.8
COC(=O)C1=C(c2ccc(OC)c(OC)c2)C[C@@H]2CC[C@H]1N2C(=O)NCCc1ccccc1,3.1,-14.4,-3.4,-10.2,-2.5,-7.9,-54.5,-5.0,-9.9,-13.3,-1.8
O=[N+]([O-])c1cc(Cl)c(Cl)cc1Cl,-9.5,1.5,0.8,-2.4,-3.8,-22.9,11.1,1.3,-8.8,2.9,-5.7
CCOC(=O)C(O)(c1ccc(N(CC)C(=O)COc2ccccc2)cc1)C(F)(F)F (stereo not drawn),-5.0,14.6,/,/,5.5,9.5,10.6,6.2,-0.6,-2.1,-1.1
CCOP(=O)(OCC)C1(O)C(=O)Nc2ccccc21 (stereo not drawn),-6.7,1.2,12.6,1.6,-4.2,25.1,0.9,2.1,10.8,-13.6,-10.0
O=[N+]([O-])c1ccc(N2CCOCC2)c2cccnc12,5.8,-4.5,5.9,-16.2,-3.3,9.0,0.1,5.0,5.7,-11.9,4.6
O=C(c1ccc(Cl)cc1)C1CCCN(Cc2cccc3cnccc23)C1 (stereo not drawn),2.2,6.1,18.0,27.0,-2.4,-30.7,-4.7,-23.4,85.2*,16.4,12.9
Cc1ccc(-c2nc3ccccc3c(=O)n2-c2ncccc2C)cc1,-0.7,9.4,-1.1,-2.4,-3.1,4.6,-26.0,-1.1,4.3,-5.8,-1.1
CC(=NCCc1c[nH]c2ccccc12)c1c(O)n(Cc2ccccc2)c(=O)[nH]c1=O,-2.5,15.3,-4.4,8.9,9.0,6.6,-13.5,0.5,13.3,4.8,-6.4
CC(N)Cc1c[nH]c2c1ccc1ccccc12 (stereo not drawn),-6.8,7.1,17.5,3.4,-5.1,19.6,11.8,0.7,-25.9,-2.4,5.6
COc1ccc(CCNC2CCCCC2)cc1OC,5.0,13.4,-0.7,-0.4,3.0,-6.2,7.2,2.3,6.0,-5.0,3.1
COC(=O)C1=C(c2ccc(OC)c(OC)c2)C[C@@H]2CC[C@H]1N2C(=O)NCCOc1ccccc1Cl,6.0,5.0,5.0,5.5,-2.3,0.2,-0.2,7.9,-15.7,-8.4,-1.9
O=S(=O)(c1ccccc1)N1CN2CCN(C2)C1,0.8,-0.4,-2.4,6.4,3.0,14.1,-1.0,-2.9,5.1,-1.0,2.8
Cc1cccn2c(=O)c3c(nc12)N1CCCCC1C1(C3)C(=O)N(C)C(=O)N(C)C1=O (stereo not drawn),/,11.6,-9.9,15.5,-3.8,11.4,-5.8,1.2,-17.0,-18.0,/
CCOC(=O)C1CCN(/C=C2\C(=O)NC(=S)N(CC)C2=O)CC1,-5.3,5.8,-2.5,1.0,-13.6,-0.3,-11.3,8.5,-0.8,-0.5,0.6
CN1C(=O)C(=Cc2cn(CC(=O)N3CCCC3)c3ccccc23)C(=O)N(C)C1=O,-3.6,15.5,7.0,8.6,1.4,14.0,2.7,0.0,-11.9,11.1,2.7
COC(=O)C1=C(c2ccccc2OCc2ccccc2)C[C@@H]2CC[C@H]1N2C(=O)NC1CCN(Cc2ccccc2)CC1,5.2,-2.5,3.4,-2.9,-2.1,-8.8,2.3,0.4,-7.2,3.7,3.1

# Compounds shown so far that contain an aryl methoxy group (five):
SMILES,TLR9-MyD88 block,NCOA3 inh,SRC2 inh,COUP-TFII inh,NOD2-RIPK2 inh,NR5A2 inv ag,SRC1 inh,Vif inh,TROY NFkB inh,TRAIL sens C8,LMP1 NFkB inh
COc1ccc(CC2(CCc3ccncc3)C(=O)NC(=O)NC2=O)cc1,-1.4,11.8,-31.7,12.3,-0.5,13.0,4.6,-7.3,5.2,0.9,3.3
COc1cc(OC)c(OC)cc1CNCCc1cccc(F)c1,1.8,-12.3,-6.1,-7.8,5.9,1.1,-13.6,-2.5,-8.3,-2.1,3.0
COC(=O)C1=C(c2ccc(OC)c(OC)c2)C[C@@H]2CC[C@H]1N2C(=O)NCCc1ccccc1,3.1,-14.4,-3.4,-10.2,-2.5,-7.9,-54.5,-5.0,-9.9,-13.3,-1.8
COc1ccc(CCNC2CCCCC2)cc1OC,5.0,13.4,-0.7,-0.4,3.0,-6.2,7.2,2.3,6.0,-5.0,3.1
COC(=O)C1=C(c2ccc(OC)c(OC)c2)C[C@@H]2CC[C@H]1N2C(=O)NCCOc1ccccc1Cl,6.0,5.0,5.0,5.5,-2.3,0.2,-0.2,7.9,-15.7,-8.4,-1.9
